Compound activity as filed in PubChem BioAssay.
STK33 inh: inhibitors of purified STK33 kinase, primary screen, biochemical, ADP-Glo luminescence, homogeneous, cell-free | 320,000 tested, 0.073% active | Serine/threonine-protein kinase 33 (Homo sapiens), Q9BYT3 | inhibition, % at 10 µM | AID 2661, 2010 | MBP phosphorylation;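 active means inhibition at or above 25%, using the most active replicate where run in duplicate; inactive means inhibition below 25%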
Target sequence (Q9BYT3 whole entry, looked up): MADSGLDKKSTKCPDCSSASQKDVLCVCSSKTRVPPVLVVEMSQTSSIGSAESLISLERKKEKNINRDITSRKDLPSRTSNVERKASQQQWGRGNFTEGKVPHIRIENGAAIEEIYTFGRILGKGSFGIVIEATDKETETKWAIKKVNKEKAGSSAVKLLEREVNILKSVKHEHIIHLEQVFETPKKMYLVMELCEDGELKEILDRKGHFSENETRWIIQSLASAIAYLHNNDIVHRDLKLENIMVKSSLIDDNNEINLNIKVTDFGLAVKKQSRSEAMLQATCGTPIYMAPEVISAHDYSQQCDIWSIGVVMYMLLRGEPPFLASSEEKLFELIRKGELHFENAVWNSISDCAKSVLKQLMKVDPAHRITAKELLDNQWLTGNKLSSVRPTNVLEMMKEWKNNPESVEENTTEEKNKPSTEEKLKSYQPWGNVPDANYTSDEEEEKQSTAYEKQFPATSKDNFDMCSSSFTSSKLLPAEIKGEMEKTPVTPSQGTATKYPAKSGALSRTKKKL
Kir21 inh: inhibitors of mouse Kir2.1 inward-rectifier potassium channel | Inward rectifier potassium channel 2 (Mus musculus), P35561 | HEK293-Kir2.1, FluxOR thallium flux fluorescence; active compounds read low | B-score at 10 µM | 310,000 tested, 0.85% active;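 active means fluorescence ratio B-score at or below minus 3 SD of library scores, with starting-brightness B-score within 2 SD, cut at about -4.2 in these data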;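 further: channel flux triggered by added potassium and thallium sulfate stimulus; B-score of peak minus minimum fluorescence over baseline after thallium stimulus; more negative B-score means stronger Kir2.1 block with less thallium influx; some compounds called inactive have numbers as strong as hits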
Target sequence (P35561 whole entry, looked up): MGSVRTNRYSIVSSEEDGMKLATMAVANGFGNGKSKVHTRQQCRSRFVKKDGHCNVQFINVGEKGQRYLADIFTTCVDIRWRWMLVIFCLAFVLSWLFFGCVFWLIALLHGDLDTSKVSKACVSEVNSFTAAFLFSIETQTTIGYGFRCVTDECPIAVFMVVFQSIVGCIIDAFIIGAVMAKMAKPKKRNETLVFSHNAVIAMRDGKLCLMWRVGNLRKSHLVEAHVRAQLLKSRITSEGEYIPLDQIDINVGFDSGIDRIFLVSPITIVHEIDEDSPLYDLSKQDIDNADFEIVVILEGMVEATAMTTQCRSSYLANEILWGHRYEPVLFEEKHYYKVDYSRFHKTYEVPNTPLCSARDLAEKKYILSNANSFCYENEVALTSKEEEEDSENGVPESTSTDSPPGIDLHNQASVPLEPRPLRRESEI
KCNQ2 block: KCNQ2 potassium channel inhibitors, primary screen, cell-based, CHO-K1, FluxOR thallium flux, B-score (AID 2156); 310,000 tested, 1.1% active; B-score at 10 µM; 20 min; active compounds read low;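 active means fluorescence ratio B-score at most minus 3 library SDs, with starting brightness B-score within 2 library SDs, cut at about -5.5 in these data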
* marks the source's active call; other numbers are inactive results; i = inactive; . = no result given.

SMILES	STK33 inh	Kir21 inh	KCNQ2 block
Cc1noc(C)c1C(=O)NCc1ccccc1F	-0.8	0.48	i
CCN(CC)C(=O)c1ccc2c(c1)N(Cc1ccccc1)C(=O)CS2=O (configuration not stated)	-1.3	0.01	i
O=C(CCc1ccc(S(=O)(=O)NC2CCCCC2)cc1)NCc1ccc(Cl)cc1	2.7	0.5	i
O=C(Cc1ccc(Br)cc1)OCC(=O)c1ccc2c(c1)OCCO2	-1.8	1.73	i
Cn1nc(C(C)(C)C)cc1C(=O)Sc1cccc(Br)c1	-0.9	-0.62	i
COCCN(C(=O)COC(=O)CCC1CCCC1)c1c(N)n(Cc2ccccc2)c(=O)[nH]c1=O	-0.6	-0.4	i
Cc1oc(-c2ccccc2F)nc1CS(=O)CC(=O)NCc1ccc(F)cc1 (configuration not stated)	-0.8	0.09	i
NC(=O)C1CCN(C(=O)CC2(CC(=O)O)CCCC2)CC1	-1.3	0.54	i
O=C(OCCCN=C1NS(=O)(=O)c2ccccc21)c1ccc(F)cc1	0.5	-0.2	i
CC(=O)NNc1cc(C)nc(NS(=O)(=O)c2ccc(C)cc2)n1	0.2	-0.17	i
Cc1ccc(S(=O)(=O)N2CCN(CC(O)COc3ccccc3)CC2)cc1 (configuration not stated)	-0.6	0.59	i
COc1ccc(OC)c(N2C(=O)C(Cl)=C(N3CCOCC3)C2=O)c1	-1.1	-0.25	i
Cc1ncc([N+](=O)[O-])n1CC(=O)NCc1ccccc1	-2.0	1.5	i
Cc1cc(C)cc(NC(=O)Cn2c(-c3ccccc3Cl)nc3ccccc32)c1	0.3	-1.06	i
O=C1N(Cc2ccc(F)cc2)CCN1c1ccc(F)cc1	-0.1	-0.45	i
COC(=O)CN1C(=S)N(c2ccc(Cl)cc2)C(=O)C1CC(=O)Nc1ccccc1 (configuration not stated)	-0.6	-1.42	i
Cc1ccc(N(C)S(=O)(=O)c2c[nH]c3ccc([N+](=O)[O-])cc23)cc1	.	-0.31	i
N#C/C(=C\c1cccnc1)c1nc2c(s1)CCCC2	0.9	0.3	i
c1ccc(Nc2cccc3c(Nc4ccccc4)cccc23)cc1	-3.6	-0.25	i
Cc1ccc(CSC2=CS(=O)(=O)c3ccccc3N2)cc1	-1.3	0.36	i
O=C(NCCCN1CCOCC1)C(C(=O)NCCCN1CCOCC1)c1ncc(C(F)(F)F)cc1Cl	-0.5	0.73	i
Cn1nc(N)c2c(-c3ccc(Cl)cc3)c(C#N)c(N)nc21	2.3	0.08	i
CCC1CCCN1Cn1cnc2c([nH]c3ccc(Cl)cc32)c1=O (configuration not stated)	-0.2	0.82	i
Cc1ccc(-n2c([O-])nc(-[n+]3ccccc3)c2C=O)cc1	-1.1	1.75	i
CCOC(=O)CCCNC(=O)CCCNC(=O)C(c1ccccc1)c1ccccc1	-0.8	-2.17	i

Entries of single compounds, quoted from the list. Values in the order: STK33 inh, Kir21 inh, KCNQ2 block
Record of c1ccc(Nc2cccc3c(Nc4ccccc4)cccc23)cc1 = -3.6, -0.25, i
Record of Cn1nc(C(C)(C)C)cc1C(=O)Sc1cccc(Br)c1 = -0.9, -0.62, i

The listing continues.
SMILES	STK33 inh	Kir21 inh	KCNQ2 block
C=CCC1CCCC(=O)N2CC[C@H](O)C12 (some centres not stated)	-1.0	0.16	i
CC1(c2ccc(OC(F)F)cc2)NC(=O)N(CC(=O)c2ccc3c(c2)OCO3)C1=O (configuration not stated)	-1.5	0.29	i
COc1ccc(CCNC(=O)Nc2ccc(F)cc2F)cc1OC	-0.1	1.99	i
CC(C)(C#N)NC(=O)C(=O)c1c(-c2ccccc2)cc2ccccn12	-1.7	0.7	i
CC1Cc2ccccc2N1CC(=O)Nc1ccc2c(c1)OCO2 (configuration not stated)	10.2	-1.89	i
Cc1cc(Cl)ccc1OC(C)C(=O)Nc1ccc(C(=O)Nc2ccccc2C(=O)O)cc1 (configuration not stated)	1.2	0.01	i
CCOc1[nH]n(-c2ccccc2)c(=O)c1C=NCc1cccnc1	1.7	1.17	i
CCOC(=O)c1nc(-c2ccc(OC)c(OC)c2)cnc1C#N	-1.0	-0.21	i
CCN(CCn1cccn1)C(=O)c1cc(COc2c(F)cccc2F)on1	-2.3	0.47	i
COc1cc(CN2CCN(Cc3ccc(C)cc3)C(CCO)C2)cc(OC)c1O (configuration not stated)	-1.0	0.02	i
CCC(C)NC(=O)Cn1cnc2sc(C)c(S(=O)(=O)N3CCN(c4ccccc4OC)CC3)c2c1=O (configuration not stated)	-0.2	0.6	i
COc1cc(CNC2CCCC2)cc(Cl)c1OCc1ccccc1Cl	1.0	-9.32*	i
O=S1(=O)N=C2CCCCCN2C(c2ccc(F)cc2)N1 (configuration not stated)	-1.0	0	i
CCCn1nc(NC(=O)c2cccs2)c2cc3ccccc3nc21	-0.4	1.3	i
CC(Cc1n[nH]c(=S)o1)c1ccccc1 (configuration not stated)	-0.3	0.16	i
COC(=O)c1ccc(C(=O)OC)c(NC(=S)N2CCCC(CO)C2)c1 (configuration not stated)	0.6	0.14	i
Cc1noc(C)c1C(=O)N1CCN(S(=O)(=O)c2cccc(Cl)c2Cl)CC1	-1.0	-1.09	i
CCN(CC)CCCNC(=O)c1[nH]c2ccccc2c1Sc1ccc(Cl)cc1	1.7	-0.66	i
Cc1nc2ccccc2c2c1C(=O)N(C)C2=O	-2.1	1.1	i
CCOC(=O)N1C(=O)[C@@](CC)(c2ccccc2)N1C(=O)OCC	-0.5	-0.95	i
Cn1c(S(=O)(=O)c2ccc([N+](=O)[O-])cc2)nc(Br)c1Br	-2.4	-0.06	i
Cc1ccc(C(C)C)c(OCCNCc2ccccc2)c1	-1.4	-8.84*	i
Cc1ccc(N)c(C(O)(C(F)(F)F)C(F)(F)F)c1	1.2	1.07	i
O=C(c1ccccc1N1CCOCC1)N1CCCC(Nc2ccc(F)cc2)C1 (configuration not stated)	-1.0	0.52	i
CCOC(=O)c1nnn2c3ccccc3c(=O)n(C)c12	-0.3	-0.83	i

(cont.)
SMILES	STK33 inh	Kir21 inh	KCNQ2 block
COC(=O)Cn1cnc2c(cnn2-c2ccc(OC)cc2)c1=O	-0.2	0.46	i
COC(c1ccccc1)c1nnc(CCC(=O)N(C)CCc2ccccc2)o1 (configuration not stated)	-1.8	0.44	i
CC1CCN(C(=O)c2ccccc2SCC(=O)NCC2CCCCC2)CC1	-1.0	-1.28	-6.01*
CC(C)N(C(=O)COC(=O)c1cccc(N(C)C)c1)c1ccccc1	-0.7	-0.65	i
N=c1sccn1CC(=O)Nc1ccccc1Cc1ccccc1	-1.2	-2.11	i
Cc1nc2ccccc2n1CSc1ccccc1	.	-0.45	i
Cc1ccc(S(=O)(=O)N(Cc2cc3cc4c(cc3[nH]c2=O)OCCO4)CC2CCCO2)cc1 (configuration not stated)	-0.7	-0.96	i
CCOc1ccccc1NC(=O)CCNC(=O)c1ccc(Cl)cc1	0.5	-1.35	i
COc1cccc(-c2ccc3c(N)c(C(=O)NC4CC4)sc3n2)c1	0.3	0.13	i
CC[C@@]1(c2ccccc2)C(=O)N(C(=O)OC)N1C(=O)OC	-0.5	-0.02	i
CN(Cc1ccccc1)c1nc2nonc2nc1N1CCCC(CN2CCCC2=O)C1 (configuration not stated)	0.8	0	i
COc1cccc(/C=N/Nc2nc(Nc3ccc([N+](=O)[O-])cc3)nc(N3CCCC3)n2)c1O	-0.3	2.45	i
CCOC(=O)C1=C(CN2CCOCC2)NC(=O)NC1c1cc(C)ccc1C (configuration not stated)	-1.2	-0.63	i
Cc1ccc(NC(=O)C2C3CCCC2C3c2ccccc2)c(C)c1 (configuration not stated)	-1.9	0.06	i
Cc1ccc(N=C2NC(=O)CC(C(=O)Nc3ccc4c(c3)OCO4)S2)cc1 (configuration not stated)	-1.6	-0.59	i
Cc1nn(-c2ccc(F)cc2)c2sc(C(=O)O)cc12	-0.2	-0.44	i
CCc1ccc(N(CC(=O)NC(C)(C)C)C(=O)CCC(=O)Nc2ccccn2)cc1	-0.6	-1.6	i
COc1ccc(NC(=O)CSCc2ccccc2C)cc1	-0.2	1.08	i
COc1ccc(OC)c(-c2csc(NC(=O)Cc3cc(OC)c(OC)c(OC)c3)n2)c1	0.4	0.37	i
CCOc1ccc(CCNC(=O)C2=C(C)C(=O)OC23CCCCC3)cc1OCC	0.8	0.49	i
CCOc1ccccc1NC(=O)CSc1nnc(NC(=O)c2ccco2)s1	1.2	-0.74	i
CCOc1ccc(NC(=O)CCC(=O)c2ccc(F)cc2)cc1	-1.0	-0.8	i
COc1cc(C2C3=C(CC(C)(C)CC3=O)NC3=C2C(=O)c2ccccc23)ccc1O (configuration not stated)	0.0	-0.26	i
O=C(N/N=C/c1ccc(OC(=O)c2cccc(Br)c2)cc1)c1cccnc1	0.8	-0.89	i
Cc1ccc(C(=O)NC(C)C2CC3CCC2C3)c(C)c1 (configuration not stated)	-0.8	1.02	-7.72*

Part of the list above, showing only KCNQ2 block and Kir21 inh.
| molecule | KCNQ2 block | Kir21 inh |
| --- | --- | --- |
| Cc1nn(-c2ccc(F)cc2)c2sc(C(=O)O)cc12 | i | -0.44 |
| CCc1ccc(N(CC(=O)NC(C)(C)C)C(=O)CCC(=O)Nc2ccccn2)cc1 | i | -1.6 |
| COc1ccc(NC(=O)CSCc2ccccc2C)cc1 | i | 1.08 |

Part of the list above in order of molecular weight, ascending.
SMILES	STK33 inh	Kir21 inh	KCNQ2 block
Cc1ccc(C(=O)NC(C)C2CC3CCC2C3)c(C)c1 (configuration not stated)	-0.8	1.02	-7.72*
COc1ccc(NC(=O)CSCc2ccccc2C)cc1	-0.2	1.08	i
COc1cccc(-c2ccc3c(N)c(C(=O)NC4CC4)sc3n2)c1	0.3	0.13	i
COC(c1ccccc1)c1nnc(CCC(=O)N(C)CCc2ccccc2)o1 (configuration not stated)	-1.8	0.44	i
CN(Cc1ccccc1)c1nc2nonc2nc1N1CCCC(CN2CCCC2=O)C1 (configuration not stated)	0.8	0	i
COc1cccc(/C=N/Nc2nc(Nc3ccc([N+](=O)[O-])cc3)nc(N3CCCC3)n2)c1O	-0.3	2.45	i
Cc1ccc(S(=O)(=O)N(Cc2cc3cc4c(cc3[nH]c2=O)OCCO4)CC2CCCO2)cc1 (configuration not stated)	-0.7	-0.96	i

The results go on:
SMILES	STK33 inh	Kir21 inh	KCNQ2 block
CC1(C)Oc2ccc(C(=O)NNC(=O)Nc3ccccc3)cc2NC1=O	-1.0	1.23	i
CCOc1ccc(C(=O)NC(=S)Nc2cccc(S(=O)(=O)NC3=NCCC3)c2)cc1	-1.2	3.12	i
CC(C)(C)c1[nH]nc2c1C(c1cccnc1)C(C#N)=C(N)O2 (configuration not stated)	-1.9	0.04	i
CSc1nnc(C)c(/C=C/Nc2ccc(F)cc2F)n1	0.6	-0.89	i
O=C(NNS(=O)(=O)c1ccccc1[N+](=O)[O-])c1cccnc1	-3.1	0.45	i
O=C(CNc1ccc2ccccc2c1)N/N=C/c1ccc([N+](=O)[O-])o1	1.2	0.05	i
COc1ccc(N2CCN(c3oc(-c4ccco4)nc3C#N)CC2)cc1	-2.0	-1.26	i
CC12CCC(C/C1=N\N=C1\NC(=O)/C(=C\c3cccc(Br)c3)S1)C2(C)C (configuration not stated)	-1.6	0.13	i
COc1ccc(-c2cc(C(=O)N3CC(C)CC(C)C3)c3ccccc3n2)cc1OC (configuration not stated)	.	-0.49	-10.6*
COc1ccc2c(CC(=O)OCC(=O)N3CCc4ccccc43)coc2c1	-1.3	-2.39	i
S=C1NC[C@H](CC2CCCCC2)N1CCc1cccc2ccccc12	1.5	-0.11	i
Cc1[nH]n(-c2ccccc2)c(=O)c1N=Nc1ccc(C#N)cc1	-2.0	0.23	i
COc1ccccc1NC(=O)C(CCS(C)(=O)=O)N1C(=O)c2ccccc2C1=O (configuration not stated)	-1.2	1.6	i
CN1C(=O)c2ccc(C(=O)Nc3ccc4c(c3)OCO4)cc2C1=O	0.4	0.01	i
O=C(CN1CCCCC1)Nc1cccc(Br)c1	0.2	0.16	i
C=C(CC)C(=O)c1ccc(OCC(=O)O)c(Cl)c1Cl	-2.7	1.25	i
Cc1ccc(C)c(SCC(=O)OCC(=O)NCCNC(=O)COC(=O)CSc2cc(C)ccc2C)c1	0.1	0.83	i
Cc1cc2oc(=O)cc(CNc3ccccc3F)c2cc1O	-1.6	0.07	i
COc1ccc(OCCn2c(=N)n(CCO)c3ccccc32)cc1	-0.3	-0.02	i
COc1cc(OC)cc(C(=O)NCc2ccc3c(c2)cc(C)n3C)c1	-2.7	1.71	i
C=CCOC(=O)C1=C(C)NC(=O)NC1c1cc(Cl)cc(Cl)c1OC (configuration not stated)	5.5	-1.05	i
Cc1nc(NC(=O)C2CC2)sc1C(=O)Nc1ccccc1	1.7	1.74	i
COc1ccc(C)cc1NC(=O)CNC(=O)[C@@H]1Cc2ccccc2CN1	-1.9	0.22	i
O=C(CSc1nnc2c(n1)[nH]c1ccccc12)Nc1nncs1	1.1	0.02	i
Cc1ccccc1OCC(=O)Nc1sc2c(c1C#N)CCC2	-0.5	-1.4	i
CC(C)=CC(=O)OCc1cc([N+](=O)[O-])cc2c1OCOC2	-1.5	-0.28	i
COCCn1c(SCC(=O)NCc2cccs2)nnc1-c1ccc(OC)cc1	-0.4	-0.62	i
COC(=O)C1=C(CN2CCN(C)CC2)NC(=O)NC1c1cc(C)ccc1C (configuration not stated)	1.4	-0.12	i
CN(CC(=O)Nc1ccccc1Cl)C(=O)CSc1nc2ccccc2s1	-0.5	0.67	i
c1ccc(-c2nc(Sc3ncnc4c3cnn4-c3ccccc3)n[nH]2)cc1	-0.9	-0.21	i
